Myeloid diff 2: induction of myeloid progenitor differentiation, primary screen, cell-based, flow cytometry, MLPCN library. calls only at 10 µM. ER-HoxA9 myeloid progenitors, lysozyme-GFP differentiation. hit rate 1% among 360,000;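 active = normalized GFP-positive differentiation at or above the plate's own cutoff, the solvent-only control mean plus 3 SD; inconclusive = no clear call, values can overlap the other calls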;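 note: cells exposed to compound for four days before flow analysis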
NTR1 ag: agonists of NTR1, primary screen, imaging, U2OS cells, beta-arrestin-GFP, high content (AID 493036). Neurotensin receptor type 1 (Homo sapiens), P30989. NTR1-U2OS beta-arrestin-GFP spot imaging, agonist mode. activation, % at 20 µM. hit rate 0.17% among 330,000;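 active = activation at or above 40% of the spot to cytoplasm intensity ratio, with at least 20 cells analyzed; inconclusive = wells under 20 cells, flagged as cytotoxic or low count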;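 note: 0% = DMSO without peptide and 100% = 100 nM NTR1 peptide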
Target sequence (P30989 whole entry, looked up): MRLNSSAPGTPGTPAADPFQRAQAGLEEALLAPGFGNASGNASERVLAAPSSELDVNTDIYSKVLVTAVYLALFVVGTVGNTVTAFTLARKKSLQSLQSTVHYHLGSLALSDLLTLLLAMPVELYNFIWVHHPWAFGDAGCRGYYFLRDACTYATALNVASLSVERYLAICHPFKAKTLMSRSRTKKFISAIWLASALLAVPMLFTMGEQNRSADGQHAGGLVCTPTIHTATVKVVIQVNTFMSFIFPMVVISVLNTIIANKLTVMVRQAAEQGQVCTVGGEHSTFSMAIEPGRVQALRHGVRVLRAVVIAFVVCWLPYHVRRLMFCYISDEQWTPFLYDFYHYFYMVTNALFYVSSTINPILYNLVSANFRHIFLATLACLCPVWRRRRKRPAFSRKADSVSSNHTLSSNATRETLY
T cell HTS: modulators of CD8 T cell-vesicle binding, primary screen, mouse 2C CD8+ T cells, flow cytometry. 2C CD8+ T cell-vesicle binding; active compounds read low. calls only at 7 µM. hit rate 0.068% among 330,000;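 active = response, share of CD8 T cells binding vesicles, and their 90th percentile fluorescence all below set limits, cut at about 80% in these data, passing the limit was not always enough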
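Benchmarks: naked versus QL9-loaded vesicles / Assay system: purified 2C TCR transgenic mouse naive CD8+ T cells / Technique: high-throughput flow cytometry with anti-B7-1 and anti-CD8 staining / Timing: Cell–vesicle co-incubation 1.5 h at 37 °C, staining 20 min on ice / Read-out: percent CD8+ FL2 mean versus row control / Probe or stimulus: QL9-loaded Drosophila micro-vesicles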
T cell HTS vesicle-bound %: further read-out of T cell HTS, marked with its call; double positive events, %; measured here: CD8+ vesicle-bound cell fraction;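 binding gate set so that unloaded-vesicle control wells show 10% double positive cells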
NTR1 ag cell count 20 µM: also measured in NTR1 ag; calls as there; cell count; measured here: cell count, cytotoxicity flag
Myeloid diff 2 GFP+ MAC1+ %: recorded beside Myeloid diff 2, whose call it bears; GFP+ MAC1+ double positive, %; measured here: differentiation confirmed by MAC1 staining
* hit, by the source's call; i = inactive; ? = inconclusive; · = no result given. Not all compounds are listed; count on the stated rates, not on these rows.

SMILES	Myeloid diff 2	Myeloid diff 2 GFP+ MAC1+ %	NTR1 ag	NTR1 ag cell count 20 µM	T cell HTS	T cell HTS vesicle-bound %
O=C(N[C@@H]1CCC(=O)N(CC[C@H](Sc2ccc(Br)cc2)c2ccccc2)CC1)OCc1ccccc1	i	2.3	5.2	67	i	16
CC(Oc1ccc(Br)cc1)C(=O)Nc1ccc(S(=O)(=O)N(C)C2CCN(C)CC2)cc1 (stereo not drawn)	i	3.3	5.8	63	i	24
C[C@H](NC(=O)c1ccccc1)C(=O)N1CCN(Cc2ccc3c(c2)OCO3)CC1	i	0.9	-1.3	51	i	40
COc1cc(OC)cc(-c2c(C#Cc3ccsc3)c3cc(-c4cc(F)cc(F)c4)ccc3n2C)c1	i	0.4	2.7	59	i	24
COc1cc(OC)cc(C(=O)Nc2cccc(NC(=O)c3cc(OC)cc(OC)c3)n2)c1	i	0.7	3.1	51	i	43
CS(=O)(=O)c1ccc(-c2nnc(NC(=O)c3ccc(S(=O)(=O)N4CCCC4)cc3)o2)cc1	i	0.7	-0.6	54	i	64
Cc1cccc(Nc2ccc(S(=O)(=O)N3CCOCC3)cc2[N+](=O)[O-])c1	i	1.7	1.5	65	i	26
Cc1cc(C(=O)NNC(=O)c2ccc(F)cc2)c(C)s1	i	1.9	-0.8	64	i	47
NC(=O)c1ccsc1NC(=O)COC(=O)Cc1n[nH]c(=O)c2ccccc12	i	1.0	-1.2	58	i	34
CC(C)NC(=O)C(=O)Nc1ccc2c(c1)N(S(=O)(=O)c1cccs1)CCC2	i	1.0	0.9	64	i	28
COc1ccc(C(C)=O)cc1COC(=O)CNC(=O)C1CCCCC1	i	0.9	0.4	52	i	26
Cc1cccc(NS(=O)(=O)c2cccc(C(=O)NCc3ccccc3CN3CCOCC3)c2)c1	i	0.4	0.0	44	i	32
COc1ccc([C@H]2/C=C\CN(C(=O)[C@H](Cc3ccccc3)NC(=O)OCC3c4ccccc4-c4ccccc43)CC(=O)N2Cc2ccc(F)cc2)cc1	i	1.7	-2.0	100	i	7
CC(C)(C)[C@@H]1COC(=O)[C@@H](NC(=O)OCC2c3ccccc3-c3ccccc32)C/C=C\C[C@@H](CC(=O)NCCO)C(=O)N1	i	1.3	1.4	49	i	8
Cc1ccc2c(CC(=O)NNC(=O)c3ccccc3O)coc2c1	i	1.4	-0.1	53	i	20

Part of the list above, with two lines to a compound:
Each structure is followed by: Myeloid diff 2	Myeloid diff 2 GFP+ MAC1+ %	NTR1 ag	NTR1 ag cell count 20 µM	T cell HTS	T cell HTS vesicle-bound %
> Cc1cccc(NS(=O)(=O)c2cccc(C(=O)NCc3ccccc3CN3CCOCC3)c2)c1
  i	0.4	0.0	44	i	32
> COc1ccc([C@H]2/C=C\CN(C(=O)[C@H](Cc3ccccc3)NC(=O)OCC3c4ccccc4-c4ccccc43)CC(=O)N2Cc2ccc(F)cc2)cc1
  i	1.7	-2.0	100	i	7

Seven compounds already listed, arranged by count of non-hydrogen atoms, falling:
SMILES	Myeloid diff 2	Myeloid diff 2 GFP+ MAC1+ %	NTR1 ag	NTR1 ag cell count 20 µM	T cell HTS	T cell HTS vesicle-bound %
COc1ccc([C@H]2/C=C\CN(C(=O)[C@H](Cc3ccccc3)NC(=O)OCC3c4ccccc4-c4ccccc43)CC(=O)N2Cc2ccc(F)cc2)cc1	i	1.7	-2.0	100	i	7
COc1cc(OC)cc(-c2c(C#Cc3ccsc3)c3cc(-c4cc(F)cc(F)c4)ccc3n2C)c1	i	0.4	2.7	59	i	24
CC(Oc1ccc(Br)cc1)C(=O)Nc1ccc(S(=O)(=O)N(C)C2CCN(C)CC2)cc1 (stereo not drawn)	i	3.3	5.8	63	i	24
CC(C)NC(=O)C(=O)Nc1ccc2c(c1)N(S(=O)(=O)c1cccs1)CCC2	i	1.0	0.9	64	i	28
Cc1cccc(Nc2ccc(S(=O)(=O)N3CCOCC3)cc2[N+](=O)[O-])c1	i	1.7	1.5	65	i	26
Cc1ccc2c(CC(=O)NNC(=O)c3ccccc3O)coc2c1	i	1.4	-0.1	53	i	20
Cc1cc(C(=O)NNC(=O)c2ccc(F)cc2)c(C)s1	i	1.9	-0.8	64	i	47

Later entries.
SMILES	Myeloid diff 2	Myeloid diff 2 GFP+ MAC1+ %	NTR1 ag	NTR1 ag cell count 20 µM	T cell HTS	T cell HTS vesicle-bound %
Cc1cc(C(=O)Nc2cccc3c2O[C@@H](CN(C)S(C)(=O)=O)[C@H](C)CN([C@@H](C)CO)C3=O)n(C)n1	i	1.1	-2.2	67	i	4
CCOC(=O)N1CCN(C(=O)COC(=O)c2cccc(C)c2[N+](=O)[O-])CC1	i	0.5	-0.8	57	i	16
O=C(COc1ccc(F)c(Cl)c1)Nc1ccc(N2CCOCC2)cc1	?	·	0.6	61	i	18
O=C(CN1CCN(CN2C(=O)NC3(CCCCCC3)C2=O)CC1)Nc1ccc(F)cc1	i	0.6	2.5	61	i	36
COc1ccccc1NS(=O)(=O)c1ccc(C(=O)N2CC(C)OC(C)C2)cc1 (stereo not drawn)	i	0.5	1.1	71	i	40
CC1CN(C(=O)c2ccccc2NS(=O)(=O)c2ccc(Cl)cc2)CC(C)O1 (stereo not drawn)	i	1.1	3.0	68	i	28
COc1cc(S(=O)(=O)NCC(c2ccco2)N2CCCCC2)ccc1NC(C)=O (stereo not drawn)	i	0.9	0.8	53	i	19
Cc1cc(C(=O)CN2CCN(CC(=O)Nc3ccc(F)cc3)CC2)c(C)n1C1CC1	i	0.7	1.0	65	i	36
CCC1(c2ccccc2)NC(=O)N(CC(=O)Nc2cc(C(F)(F)F)ccc2N2CCCC2)C1=O (stereo not drawn)	i	1.2	2.5	55	i	32
O=C(C1COc2ccccc2O1)N1CCN(c2nc3c(F)cc(F)cc3s2)CC1 (stereo not drawn)	i	0.3	1.9	50	i	33
O=C(O)c1cc(=O)c2ccccc2[nH]1	i	2.4	-2.1	94	i	30
CCOC(=O)C1=C(C)N(CCC(=O)O)C(=O)NC1c1ccccc1Cl (stereo not drawn)	i	1.4	3.2	100	i	17
COCCCn1c(SCC(=O)N2CCc3ccccc32)nnc1-c1ccoc1C	i	1.5	-0.1	47	i	48
OCC[C@@H]1C[C@@H](O)[C@H](O)[C@@]2(CCCO2)O1	i	2.9	1.2	65	i	27
COc1ccc(-c2c(-c3ccc(S(C)(=O)=O)cc3)sc3ccc(OC)cc23)cc1	i	1.1	5.5	63	i	31
Cc1ccc(NS(=O)(=O)c2ccc(C(=O)N3CCC3)cc2)cc1	i	0.6	0.4	66	i	29
CN(C)S(=O)(=O)c1cccc(NC(=O)c2ccc(NS(=O)(=O)c3cccs3)cc2)c1	i	0.7	0.5	67	i	45
COc1ccc(OC)c(S(=O)(=O)NCC(c2ccco2)N2CCc3ccccc3C2)c1 (stereo not drawn)	i	0.9	0.3	60	i	62
Cc1ccc(C(=O)OCC(=O)NC(C)c2ccccc2)s1 (stereo not drawn)	i	1.5	-0.6	67	i	56
CSc1ncnc2c1ccn2CC(=O)Nc1ccc(C)c(C)c1	i	0.7	1.4	43	i	43
CCCc1cc(=O)[nH]c(SCC(=O)Nc2cc(S(=O)(=O)N3CCOCC3)ccc2Cl)n1	i	0.3	0.6	70	i	43
CCOC(=O)[C@H]1[C@H]2COc3ccc(C)cc3[C@@H]2N2C(=O)c3ccc(C)cc3NC(=O)[C@@]12C	i	1.2	-1.3	81	i	33

Structures shown so far containing an NH in an aromatic ring (3):
SMILES	Myeloid diff 2	Myeloid diff 2 GFP+ MAC1+ %	NTR1 ag	NTR1 ag cell count 20 µM	T cell HTS	T cell HTS vesicle-bound %
NC(=O)c1ccsc1NC(=O)COC(=O)Cc1n[nH]c(=O)c2ccccc12	i	1.0	-1.2	58	i	34
O=C(O)c1cc(=O)c2ccccc2[nH]1	i	2.4	-2.1	94	i	30
CCCc1cc(=O)[nH]c(SCC(=O)Nc2cc(S(=O)(=O)N3CCOCC3)ccc2Cl)n1	i	0.3	0.6	70	i	43
